Screening data deposited in PubChem BioAssay by The Scripps Research Institute Molecular Screening Center.
M1 ag parental: counter-screen for M1 agonists: effect in parental CHO-K1 cells | hit rate 0.48% among 360,000 | activation, % at 3 µM | Fluo-8 calcium fluorescence; scaled to maximal ATP response, vehicle zero; in the data active means activation above about 15%;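 further: untransfected CHO-K1 host cells lacking M1 receptor as counterscreen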
TAAR1 antag: human TAAR1 antagonists, primary screen, Fluo-8 calcium fluorescence, CHO RD-HGA16 cells; antagonist; inhibition, % at 3 µM; hit rate 1.5% among 360,000; AID 624466, 2012;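 active means inhibition above a per-plate cutoff, the mean inhibition of test compounds on that plate plus 3 SD, cut at about 49% in these data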;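 further: 0% = DMSO plus EC80 beta-PEA response and 100% = DMSO alone without agonist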
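Test system: RD-HGA16 CHO cells with stable hTAAR1 and Gα16 / Probe or stimulus: EC80 β-phenethylamine stimulus / Times: seeding 17-24 h prior, 75-min 37 °C, 30-min RT dye loading / Detection: Fluo-8 calcium-sensitive fluorescence / Read-out basis: % inhibition scaled between DMSO and EC80 PEA controls / Repeats: singlicate, one well per test compound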
OXTR potentiate: human OXTR potentiators, primary screen, fluorescence, CHO-OTR cells, Fluo-8 calcium; Fluo-8 calcium fluorescence, potentiator mode; 0% = oxytocin EC15, 100% = EC100; activation, % at 3 µM; Oxytocin receptor (Homo sapiens), P30559; hit rate 0.061% among 320,000;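 active means activation above that plate's cutoff, the mean activation of tested compounds plus 3 SD, cut at about 6.6% in these data, passing the limit was not always enough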;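 further: 100% uses oxytocin at 75 nM as the full agonist control; some results filed as inactive read as strong as hits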
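System: human OTR in CHO cells; Also added: sub-maximal oxytocin, roughly EC15; Timing: compound 6 min at room temperature before oxytocin, 100 s read; Technique: Fluo-8 intracellular calcium fluorescence, ex 470-495, em 515-575 nm; Controls: oxytocin EC15 low and EC100 high; Replication: singlicate.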
CHO-K1 Ca antag: M1 antagonist counterscreen hit in parental CHO-K1 cells. ATP-induced calcium, Fluo-8 fluorescence. inhibition, % at 3 µM. hit rate 0.6% among 360,000;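 active means inhibition above a per-plate cutoff, the plate's mean sample inhibition plus 3 SD, cut at about 24% in these data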;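 further: 0% = DMSO plus EC80 ATP and 100% = DMSO alone without ATP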
V1R ag counter: agonists of human V1a receptor, primary screen, counter-screen for OXTR agonist project, fluorescence, CHO-V1R cells; AID 2797, 2010; hit rate 0.25% among 320,000; activation, % at 3 µM; Fluo-8 calcium fluorescence, agonist mode; 0% DMSO, 100% 3 nM vasopressin;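 active means activation above the mean activation of all tested compounds plus 3 SD, per screening run, cut at about 20% in these data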;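 further: signal is peak over basal fluorescence ratio across a 100 second FLIPR read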
Target sequence (P37288 whole entry, looked up): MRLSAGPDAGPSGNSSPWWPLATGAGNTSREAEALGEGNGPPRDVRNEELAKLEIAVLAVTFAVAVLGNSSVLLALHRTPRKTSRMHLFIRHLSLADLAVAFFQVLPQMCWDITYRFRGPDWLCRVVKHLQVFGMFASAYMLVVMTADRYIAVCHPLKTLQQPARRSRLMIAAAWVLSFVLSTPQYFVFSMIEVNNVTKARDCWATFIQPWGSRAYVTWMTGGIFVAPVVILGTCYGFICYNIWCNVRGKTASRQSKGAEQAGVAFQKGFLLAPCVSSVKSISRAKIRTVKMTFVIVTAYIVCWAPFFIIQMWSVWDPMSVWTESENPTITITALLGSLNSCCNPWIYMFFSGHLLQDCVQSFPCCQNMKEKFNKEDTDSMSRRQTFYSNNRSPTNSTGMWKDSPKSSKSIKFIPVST
CHO parental Ca: ATP-evoked calcium signal inhibitors, parental CHO, primary screen, counter-screen for OX1R antagonist project, cell-based, fluorescence, Fluo-8 calcium dye; parental CHO-K1, ATP-induced calcium, Fluo-8 fluorescence; inhibition, % at 5.6 µM; hit rate 0.63% among 330,000;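 active means inhibition above that plate's mean sample inhibition plus 3 SD, cut at about 26% in these data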;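 further: 0% = ATP-challenged DMSO wells and 100% = DMSO wells without ATP; some compounds past the cut are filed as inactive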
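Material – parental CHO cells · Reagent – ATP stimulus · Compound – single nominal dose of 5.6 µM per compound · Detection – Fluo-8 fluorescence · Read-out basis – percent inhibition of calcium signal · Controls – ATP-challenged DMSO wells low, unchallenged DMSO wells high · Repeats – no replicates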
GPR7 antag: GPR7 receptor antagonists, primary screen, cell-based, fluorescence, single concentration; GPR7-expressing cells, fluorescence antagonist assay; inhibition, % at 4.4 µM; AID 1861, 2009; Neuropeptides B/W receptor type 1 (Homo sapiens), P48145; hit rate 1.1% among 290,000; in the data active means inhibition above about 16%, passing the limit was not always enough;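 further: cells stimulated with the agonist NPW; 0% = agonist with vehicle and 100% = vehicle without agonist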
Target sequence (P48145 whole entry, looked up): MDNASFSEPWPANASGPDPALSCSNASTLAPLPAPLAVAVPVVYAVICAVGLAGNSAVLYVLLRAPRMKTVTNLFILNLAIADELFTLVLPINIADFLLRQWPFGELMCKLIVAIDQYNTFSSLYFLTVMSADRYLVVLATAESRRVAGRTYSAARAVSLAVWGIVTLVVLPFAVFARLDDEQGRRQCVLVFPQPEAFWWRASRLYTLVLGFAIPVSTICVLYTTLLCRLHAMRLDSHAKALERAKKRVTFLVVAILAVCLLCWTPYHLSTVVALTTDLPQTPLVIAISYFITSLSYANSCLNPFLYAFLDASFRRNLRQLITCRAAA
M1 PAM parental: nonselective calcium activators in parental CHO-K1 cells, primary screen, counter-screen for M1 PAM project, cell-based, Fluo-8 calcium fluorescence, full deck, 1536-well | activation, % at 3 µM | hit rate 0.02% among 360,000 | ATP EC20; 0% at ATP EC20, 100% at ATP max;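 active means activation above the run cutoff, the mean activation of all test compounds plus 3 SD, cut at about 40% in these data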;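 further: peak over basal fluorescence ratio in a 140 s read after ATP addition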
OXTR ag: human OXTR agonists, primary screen, fluorescence, CHO-OTR cells, Fluo-8 calcium | Fluo-8 calcium fluorescence; normalized: DMSO 0%, oxytocin 100% | activation, % at 3 µM | hit rate 0.32% among 320,000;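 active means activation above the mean of all tested compounds plus 3 SD, cutoff set per screening run, cut at about 20% in these data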;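 further: peak over basal fluorescence ratio from a 100 s FLIPR kinetic read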
The depositor's hits bear a star; . = no result given.

(1) CCN1CSC(=S)N(Cc2ccccc2)C1
(2) CN1CCC(CNC(=O)Nc2ccccc2)(c2ccccc2)CC1
(3) CCCCNC(=S)Nc1cc(S(=O)(=O)N2CCCCC2)ccc1C
(4) CCN(CCCNc1ncnc2nc[nH]c12)c1cccc(C)c1
(5) CCCCNC(=O)c1cnc2n(c1=O)CCS2
screen / no.	1	2	3	4	5
M1 ag parental	1.2	6.7	2.8	6.2	0.0
TAAR1 antag	7	2	10	-2	5
OXTR potentiate	-1	5	-7	-6	-4
CHO-K1 Ca antag	-18	-5	-4	12	16
V1R ag counter	-0.2	0.4	1.4	7.5	1.3
CHO parental Ca	-10	-6	-2	1	-4
GPR7 antag	3	-17	4	4	-4
M1 PAM parental	-1	24	-9	3	1
OXTR ag	1.4	4.3	5.9	5.3	0.6

(6) C=CCn1c(SCC(=O)N(CC)C2CCS(=O)(=O)C2)nc2cc(C(=O)O)ccc2c1=O (stereo not drawn)
(7) COc1ccc(C(=O)C2CCCN(C(=O)C3=CCCC3)C2)cc1OC (stereo not drawn)
(8) c1cc[n+](CCC[n+]2ccccc2)cc1
(9) COc1ccc(CNC(=O)CN(C2CCCCC2)S(C)(=O)=O)cc1
(10) Cc1nc(-c2ccccc2)sc1-c1nc(-c2ccccc2)ncc1S(=O)(=O)c1ccccc1
screen / no.	6	7	8	9	10
M1 ag parental	-0.5	0.1	-0.2	0.5	0.0
TAAR1 antag	2	12	-19	3	9
OXTR potentiate	-5	-11	-1	-2	-7
CHO-K1 Ca antag	20	-4	-2	-10	10
V1R ag counter	0.1	0.6	0.8	-0.6	-0.1
CHO parental Ca	1	-4	5	-9	-9
GPR7 antag	.	-3	-14	-8	-5
M1 PAM parental	-14	-1	0	25	4
OXTR ag	-0.1	-0.8	0.0	-1.9	-0.4

(11) COc1ccc(NC(=O)COc2ccccc2Cc2ccccc2)cn1
(12) C/C(CC(=O)Nc1cc(C)cc(C)c1)=N\NC(=O)c1ccccn1
(13) Cc1cc(NC(=O)C2CC2)ncc1NC(=O)C12CC3CC(CC(C3)C1)C2
(14) C=CCc1ccc(OCCN2CCc3ccccc3C2)c(OC)c1
(15) OCC(CBr)(CBr)CBr
screen / no.	11	12	13	14	15
M1 ag parental	1.1	0.6	0.4	2.3	-0.1
TAAR1 antag	-6	-2	-5	6	2
OXTR potentiate	-7	-3	-7	-7	0
CHO-K1 Ca antag	-13	-4	2	-13	-6
V1R ag counter	0.2	1.1	2.4	-0.6	0.9
CHO parental Ca	-30	-10	-5	1	-10
GPR7 antag	.	-8	-5	-6	.
M1 PAM parental	4	15	4	36	6
OXTR ag	-1.7	-1.7	2.7	-0.6	1.5

(16) COc1ccc(C2CC(c3cccs3)=NN2C(=O)c2ccc(Br)o2)cc1 (stereo not drawn)
(17) Cc1ccc(S(=O)(=O)N2[C@@H](c3cccc(Cl)c3)C(C(=O)O)=CC[C@H]2c2cccc(C)c2)cc1
(18) C=C(C)c1cccc(C(C)(C)NC(=O)N2CCCC(C(N)=O)C2)c1 (stereo not drawn)
(19) Cc1ccc(S(=O)(=O)N2CC=C(C(=O)NC3CCCC3)CC2)cc1
(20) COc1ccccc1NC(=O)c1ccc(-c2ccccc2F)o1
screen / no.	16	17	18	19	20
M1 ag parental	0.5	0.6	0.8	1.8	0.1
TAAR1 antag	-4	37	3	-28	24
OXTR potentiate	-1	-9	-6	0	-11
CHO-K1 Ca antag	-13	-14	-7	-11	-16
V1R ag counter	1.3	0.6	-0.6	0.1	0.6
CHO parental Ca	-4	-4	-2	-13	-28
GPR7 antag	-13	.	-7	3	-12
M1 PAM parental	26	16	16	16	15
OXTR ag	-0.8	0.1	-0.2	-0.7	-0.8

(21) Cc1ccc(NC(=S)NCCc2ccc(S(N)(=O)=O)cc2)c(C)c1
(22) Cc1c(C(=O)N2CCCc3ccccc32)sc2nc(-c3ccccc3)cn12
(23) CN(Cc1ccccc1)C(=O)c1cc2cc(F)ccc2[nH]1
(24) CCc1c(C)nc2cc(-c3ccc(Cl)cc3)[nH]n2c1=O
(25) CCCCn1c(N)c(N(CCOC)C(=O)c2cc(S(=O)(=O)N3CCCCC3)ccc2C)c(=O)[nH]c1=O
screen / no.	21	22	23	24	25
M1 ag parental	0.5	4.3	9.1	0.2	0.0
TAAR1 antag	21	-22	-11	-6	-5
OXTR potentiate	-1	-7	-10	1	-13
CHO-K1 Ca antag	-2	3	-6	3	9
V1R ag counter	0.6	0.7	4.6	-1.1	-0.3
CHO parental Ca	7	-13	-6	-8	1
GPR7 antag	28	.	7	6	.
M1 PAM parental	14	5	4	-13	-28
OXTR ag	0.0	-1.0	5.7	-1.1	-0.1

(26) Cc1ccc(N2C(=O)N(CC(=O)Nc3ccccc3C(F)(F)F)C(=O)C2C)cc1 (stereo not drawn)
(27) O=C(CCN1C(=O)COc2ccccc21)NCc1ccco1
(28) Cc1ccc2nc(N)nnc2c1
(29) O=C(NCCCn1ccnc1)C(=O)NCC(c1ccco1)N1CCN(c2ccccc2)CC1 (stereo not drawn)
(30) Cn1c(=O)oc2cc(S(=O)(=O)NCCC(=O)N3CCN(c4ccccc4)CC3)ccc21
screen / no.	26	27	28	29	30
M1 ag parental	1.0	0.3	0.6	0.3	4.5
TAAR1 antag	-1	0	-29	-28	-29
OXTR potentiate	0	1	.	-14	-4
CHO-K1 Ca antag	-10	-24	-14	-5	-16
V1R ag counter	0.3	0.8	.	0.1	2.2
CHO parental Ca	-25	-4	.	-10	-7
GPR7 antag	.	18	.	-3	-4
M1 PAM parental	7	1	20	8	2
OXTR ag	0.2	-0.2	.	0.0	3.1

(31) O=C(COc1ccc([N+](=O)[O-])cc1)Nc1ccc(NC(=O)c2ccccc2)cc1
(32) Cc1ccc(NC(=O)N2CCC(C(=O)NCCC3=CCCCC3)CC2)cc1
(33) O=C(O)/C=C/C(=O)NCCNc1ncc(C(F)(F)F)cc1Cl
(34) Cc1nc(C)n(CC(C)C(=O)N2CCN(S(=O)(=O)c3ccccc3)CC2)n1 (stereo not drawn)
(35) O=C(O)CSCc1nc2scc(-c3ccccc3)c2c(=O)[nH]1
screen / no.	31	32	33	34	35
M1 ag parental	1.2	-0.4	-0.6	0.8	-0.3
TAAR1 antag	-7	1	13	-19	-13
OXTR potentiate	-8	0	0	-6	-11
CHO-K1 Ca antag	-4	19	10	-17	20
V1R ag counter	8.9	-0.3	0.4	0.2	0.5
CHO parental Ca	5	-12	-10	-6	-4
GPR7 antag	3	4	-8	-6	-18
M1 PAM parental	6	-6	4	4	-19
OXTR ag	0.6	-1.6	2.2	0.1	-1.0

Exported in markdown: 3 of the compounds above.
| cpd | structure | M1 ag parental | TAAR1 antag | OXTR potentiate | CHO-K1 Ca antag | V1R ag counter | CHO parental Ca | GPR7 antag | M1 PAM parental | OXTR ag |
| --- | --- | --- | --- | --- | --- | --- | --- | --- | --- | --- |
| 33 | O=C(O)/C=C/C(=O)NCCNc1ncc(C(F)(F)F)cc1Cl | -0.6 | 13 | 0 | 10 | 0.4 | -10 | -8 | 4 | 2.2 |
| 34 | Cc1nc(C)n(CC(C)C(=O)N2CCN(S(=O)(=O)c3ccccc3)CC2)n1 (stereo not drawn) | 0.8 | -19 | -6 | -17 | 0.2 | -6 | -6 | 4 | 0.1 |
| 35 | O=C(O)CSCc1nc2scc(-c3ccccc3)c2c(=O)[nH]1 | -0.3 | -13 | -11 | 20 | 0.5 | -4 | -18 | -19 | -1.0 |

(more compounds)
(36) O=C(COC(=O)Cc1ccc(-c2ccccc2)cc1)NCc1ccccc1
(37) O=C(COc1cccc(Cl)c1Cl)Nc1ccc2c(c1)CCC2
(38) CN1CCCN(Cc2nc(-c3ccc(Cl)cc3)no2)CC1
(39) O=C(COc1ccc(S(=O)(=O)NC2CCCCC2)cc1Cl)NCC1CCCO1 (stereo not drawn)
(40) COc1cc(OC)cc(-c2c(-c3ccc(F)cc3)c3cc(-c4ccc(OC)nc4)ccc3n2C)c1
screen / no.	36	37	38	39	40
M1 ag parental	0.4	0.5	1.8	1.2	0.0
TAAR1 antag	13	-4	-4	-2	-11
OXTR potentiate	-7	-9	-7	-8	-1
CHO-K1 Ca antag	-7	1	-16	2	-18
V1R ag counter	-0.2	3.6	-0.3	4.6	0.0
CHO parental Ca	-15	-5	-12	-2	-18
GPR7 antag	16	10	-2	-1	.
M1 PAM parental	19	6	3	8	20
OXTR ag	-1.7	0.2	1.3	3.1	1.4

(41) CCCC1(c2ccccc2)NC(=O)N(CC(=O)Nc2ccc(N3CCOCC3)cc2)C1=O (stereo not drawn)
(42) CC1CCc2cc(F)ccc2N1C(=O)CSc1nnc2c3ccccc3n(C)c2n1 (stereo not drawn)
(43) Cc1cc(Br)ccc1NC(=O)CN(C)C(=O)c1ccc2ccccc2n1
(44) CNc1ccc(C(=O)OCC(=O)NC(=O)NC2CCCC2)cc1[N+](=O)[O-]
(45) Cc1cc(C)c(C#N)c(Nc2ccc3c(c2)OCCO3)n1
(46) C=CCSc1nc2c(c(=O)n(C)c(=O)n2C)n1CC
(47) O=C(NCCCN1CCOCC1)c1ccc(Sc2cccc(Cl)c2)c([N+](=O)[O-])c1
(48) O=C(c1ccc(F)cc1)C1CCN(C(=O)Nc2ccc(F)cc2)CC1
screen / no.	41	42	43	44	45	46	47	48
M1 ag parental	1.0	0.7	-0.3	0.2	-0.1	0.8	1.8	3.0
TAAR1 antag	-3	-9	-14	-28	-30	-4	3	17
OXTR potentiate	-4	-9	-2	-7	-6	-5	-5	-18
CHO-K1 Ca antag	-1	-9	-12	-11	19	-10	-5	-16
V1R ag counter	1.1	0.4	0.9	0.0	-2.0	0.3	3.0	5.0
CHO parental Ca	-1	-9	-22	-7	-8	-4	-15	4
GPR7 antag	.	-8	.	.	-13	-10	1	-2
M1 PAM parental	0	-11	8	11	3	1	6	6
OXTR ag	2.5	0.8	-0.1	-1.5	-1.5	0.0	7.0	3.1
